# TRPC6 act: activators of mouse TRPC6 channel; Q61143; HEK293-TRPC6 membrane potential dye fluorescence; stronger effect = higher value; B-score at 10 µM; 310,000 compounds, 0.13% hits; AID 2550;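 active = B-score of the integrated fluorescence ratio above library mean plus 3 SD, and starting fluorescence ratio within library mean plus 5 SD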;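 also: higher score means more depolarization so channel activation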
# HIF activator: HIF pathway transcriptional activation. U2OS HRE-luciferase reporter, luminescence; normalized: DMSO 0%, desferrioxamine 100%. activation, % at 7.5 µM (by protocol). 300,000 compounds, 0.32% hits;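 active = mean activation of at least 10% of the iron chelator positive control signal, with at least half of replicates also reaching 10%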
# TRPC4 block: inhibitors of mouse TRPC4 channel. 300,000 compounds, 0.39% hits. AID 2247. HEK293 TRPC4beta/mu-opioid, DAMGO-evoked Fluo4 calcium flux; stronger effect = lower value. Q9QUQ5. B-score at 10 µM;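 active = B-score over 3 SD under the library average, no early fluorescence shift, positive overall ratio signal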
#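 Material: HEK293 cells with stable TRPC4beta plus mu-opioid receptor expression / Probe or stimulus: DAMGO in two steps, submaximal then maximal / Compound: single concentration per test compound / Technique: kinetic Fluo4 fluorescence imaging of calcium influx / Read-out: per-well B score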
# TRPC4 agonist: TRPC4 (mouse) channel activation. Q9QUQ5. HEK293 TRPC4beta/mu-opioid, Fluo4 calcium fluorescence; stronger effect = higher value. B-score at 10 µM. 310,000 compounds, 0.49% hits. AID 2237;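 active = B-score above 5 SD of library B-scores, and initial fluorescence ratio not above library mean plus 5 SD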;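 also: positive B-score marks a calcium rise read as TRPC4 activation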
#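 Material: HEK293 stable line with TRPC4beta plus mu-opioid receptor; technique: Fluo4 calcium-sensitive dye fluorescence, kinetic, 1 Hz baseline; timing: Fluo4 dye loading 45 min at room temperature, 110 s recording; controls: assay buffer as low control, maximal DAMGO as high control; read-out: integrated baseline-normalised fluorescence ratio, converted to per-well B score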
# TRPC4 PAM: TRPC4 (mouse) allosteric potentiation | B-score at 10 µM | Q9QUQ5 | 310,000 compounds, 0.42% hits | HEK293 TRPC4beta/mu-opioid, DAMGO EC20, Fluo-4 Ca2+ flux; stronger effect = higher value;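 active = B-score of calcium response area above 5 SD of library B-scores, with initial fluorescence ratio within 5 SD of library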;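 also: B-score of integrated fluorescence ratio over time as area under calcium response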
# MrgX1 PAM: allosterically activates human MrgX1 receptor signaling; B-score at 10 µM; 310,000 compounds, 0.63% hits; MrgX1-HEK293, Fluo-4 calcium flux, FDSS; stronger effect = higher value;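 active = plate-corrected calcium response at least 3 library SD above typical, normal starting fluorescence, not activating the receptor alone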;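 also: compound read alongside a low EC10 to EC30 dose of BAM8-22 agonist; peak minus trough fluorescence over baseline measured at the second addition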
# Target sequence (Q96LB2 whole entry, looked up): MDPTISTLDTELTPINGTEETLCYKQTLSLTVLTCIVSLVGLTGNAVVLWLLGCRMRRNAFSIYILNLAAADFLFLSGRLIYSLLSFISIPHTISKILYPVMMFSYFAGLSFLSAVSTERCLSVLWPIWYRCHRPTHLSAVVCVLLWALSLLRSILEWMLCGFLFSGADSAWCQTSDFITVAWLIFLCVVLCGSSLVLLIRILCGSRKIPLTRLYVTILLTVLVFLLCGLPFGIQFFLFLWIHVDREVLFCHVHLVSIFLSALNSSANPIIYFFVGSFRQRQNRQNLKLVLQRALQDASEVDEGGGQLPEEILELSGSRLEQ
# AI-2 QS mod: modulators of Vibrio harveyi AI-2 quorum sensing system; AID 2094; Vibrio harveyi JMH597 AI-2 luminescence/OD600 ratio, 9 h; stronger effect = lower value; strain lacks LuxN and CqsS sensors; 0 = neutral-control median; 300,000 compounds, 0.4% hits; activity change, % at 7.5 µM; in the data active = activity change below about -75%, passing the limit was not always enough;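 also: luminescence divided by OD600 gain over 9 h not by final OD600 alone; inactives centre near 13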
# MrgX1 agonist: human MrgX1 receptor agonism, primary screen; B-score at 10 µM; MrgX1-HEK293 cells, Fluo-4 calcium fluorescence, agonist mode; stronger effect = higher value; 310,000 compounds, 0.44% hits; Q96LB2;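 active = calcium response B-score plate-corrected fluorescence ratio at least 3 library SD, with starting fluorescence B-score inside 5 SD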
#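 Assay system: stable human MrgX1 HEK293 cell line. Quantity: 15,000 cells per well. Schedule: cells plated overnight, dye loaded 0.5 h 37 °C, 0.5 h room temperature. Detection: Fluo-4 NW calcium-flux fluorescence, kinetic read. Read-out basis: peak-minus-minimum fluorescence over baseline, converted to B scores. Control set: positive and negative control wells on each plate.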
# TRPC6 inhibitor: mouse TRPC6 channel inhibition; HEK293-TRPC6, membrane potential dye, ACh-evoked depolarization; stronger effect = lower value; B-score at 10 µM; 310,000 compounds, 1.1% hits;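 active = B-score under library mean minus 3 SD, initial fluorescence not abnormally high, positive integrated signal ratio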;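 also: B-score derived from integrated fluorescence ratio over the kinetic read; more negative B-score means stronger inhibition of depolarization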
# PolyA inhibitor: yeast polyadenylation inhibition. S. cerevisiae SKY197-pL101 polyadenylation reporter, beta-gal luminescence; efflux-impaired pdr1/pdr3 knockout yeast; score 100 = 6 SD above DMSO. calls only at 12 µM. 300,000 compounds, 0.02% hits. AID 1875;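 active = lowest replicate activity score at least 50, where 100 means six control SD above control mean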;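 also: yeast exposed to compound for 9 h at 30 °C; higher score means more reporter readthrough which indicates perturbed polyadenylation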
# MrgX1 antag: blocks BAM8-22 activation of human MrgX1 receptor; Q96LB2; MRGX1-HEK293 calcium flux, Fluo-4, BAM8-22 antagonism; stronger effect = lower value; B-score at 10 µM; 310,000 compounds, 1.3% hits; AID 588676;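 active = calcium-response B-score plate-corrected more than 3 library SD below zero, starting fluorescence within 5 deviations, no agonist response on first addition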;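 also: peak minus trough fluorescence over baseline after final BAM8-22 challenge near maximal dose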
# Numbers without * were called inactive; i = inactive; x = no result given. An excerpt; count on the stated rates, not on these rows.
Molecule	TRPC4 PAM	TRPC6 inhibitor	AI-2 QS mod	PolyA inhibitor	MrgX1 agonist	TRPC4 agonist	HIF activator	TRPC6 act	MrgX1 antag	TRPC4 block	MrgX1 PAM
OCCC1CN(Cc2ccc3nsnc3c2)CCN1C1CCCC1 (configuration not stated)	i	-6.7*	10	i	i	i	-0.2	i	i	i	i
O=C1c2ccccc2C(=O)N1CCCCN(C(=O)c1ccco1)c1ccc(Cl)cc1	i	i	0	i	i	i	0.3	i	i	i	i
N/C(=N\OC(=O)COc1ccc(Br)cc1)c1ccncc1	i	i	11	i	i	i	0.5	i	-6*	i	i
O=C(N[C@@H](Cc1ccc(Br)cc1)C(=O)O)OCC1c2ccccc2-c2ccccc21	i	i	5	i	i	i	-4.5	i	i	i	i
O=C1CCCN1CCCNc1ccc2nnc(CCC(=O)N3CCN(c4ccc(F)cc4)CC3)n2n1	i	i	2	i	i	i	-0.1	i	i	i	i
CCN(CC)S(=O)(=O)c1cccc(NC(=O)CCNC(=O)c2ccccc2Cl)c1	i	i	18	i	i	i	-0.4	i	i	i	i
CN(C)N1C(N)=C(C#N)C(c2cccc([N+](=O)[O-])c2)C2=C1CC(C)(C)CC2=O (configuration not stated)	i	i	8	i	x	i	-0.3	i	x	i	x
c1ccc(Oc2ccc(-c3ccnc4ncnn34)cc2)cc1	i	i	-32	i	i	i	0.2	i	i	i	i
Cc1c(NC(=O)c2ccc(Br)o2)c(=O)n(-c2ccccc2)n1C	i	i	21	i	i	i	-0.3	i	i	i	i
COc1ccc2cc3c(N)nn(C(=O)c4ccccc4[N+](=O)[O-])c3nc2c1	i	i	21	i	i	i	3.9	i	i	i	i
O=C(O)/C(=C\c1cccc(OCc2ccccc2)c1)c1ccc(F)cc1	i	i	25	i	i	i	0.3	i	i	i	i
CCC(Sc1nc2cc(OC)c(OC)cc2c(=O)n1Cc1ccc(OC)cc1)C(=O)NCCOC (configuration not stated)	i	i	12	i	i	i	0.2	i	i	i	i
COc1ccc(-c2cc(C)no2)cc1S(=O)(=O)N1CCN(C(=O)c2ccco2)CC1	i	i	35	i	i	i	-0.3	i	i	i	i
CCC1CCC(C(=O)NC(CCSC)C(=O)NCCc2ccc(S(N)(=O)=O)cc2)CC1 (configuration not stated)	i	i	2	i	i	i	-6.6	i	i	i	i
O=C(Nc1ccccc1Cl)N1CCN(c2ccccn2)CC1	i	i	0	i	i	i	0.4	i	i	i	i
O=C(COc1ccccc1)N/N=C/c1ccc2c(c1)OCO2	i	i	10	i	i	i	-0.1	i	i	i	i
Cc1ccc(N2CC(C(=O)Nc3ccccc3C(=O)N3CCOCC3)CC2=O)cc1 (configuration not stated)	i	i	10	i	i	i	0.5	i	i	i	i
CC1(CC(=O)N/N=C/c2ccc(OCc3ccc(Cl)cc3Cl)cc2)OCCCO1	i	i	30	i	i	i	1.3	i	i	i	i
CCN1CCN(C(=O)c2ccc(-c3nc4ccccc4s3)s2)CC1	i	i	1	i	i	i	2.1	i	i	i	i
CCOC(=O)C1=C(CC)OC(N)=C(C#N)C1c1cccs1 (configuration not stated)	i	i	9	i	i	i	-0.4	i	i	i	i
O=C(Nc1ccc(Cl)cc1C(=O)Nc1ccncc1)c1ccco1	i	i	20	i	i	i	-0.1	i	i	i	i
CCN(CC)S(=O)(=O)c1ccc(N2CCCC2)c(NC(=O)Cc2c(F)cccc2Cl)c1	i	i	12	i	i	i	-0.5	i	i	i	i
Fc1ccc(-c2cnn3c(-c4cccs4)ccnc23)cc1	i	i	8	i	x	i	-0.3	i	x	i	x
Cc1ccnc(NS(=O)(=O)c2ccc(Cl)nc2)c1	i	i	16	i	i	i	0.1	i	i	i	i
S=C(c1ccc(-c2cc(Cl)ccc2Cl)o1)N1CCCCC1	i	i	-2	i	i	i	1.2	i	i	i	i
CCc1ccccc1NC(=O)CN(c1cccc(OC)c1)S(C)(=O)=O	i	i	21	i	i	i	-0.8	i	i	i	i
Cc1nc(Cl)sc1C(=O)Nc1ccccc1Cl	i	i	19	i	i	i	-17	i	i	i	i
C/C(=C\c1ccccc1)C(=O)Nc1nc2ccc([N+](=O)[O-])cc2s1	i	i	16	i	i	i	0.9	i	i	i	i
COc1ccc(NC(=O)COC(=O)C2CCN(S(=O)(=O)c3cccs3)CC2)cc1	i	i	-2	i	i	i	-0.3	i	i	i	i
CC(C)(C)C(=O)Nc1ccc(-c2nnc3n2CCCCC3)cc1	i	i	28	i	i	i	-0.2	i	i	i	i
COc1ccc(C(=O)Nc2ccc3oc(-c4cccc(Cl)c4)cc(=O)c3c2O)cc1	i	i	23	i	i	i	0.8	i	i	i	i
Cc1ccc(N=Nc2ccc(C)cc2NC(=O)Nc2ccccc2F)cc1	i	i	15	i	i	i	-0.5	i	i	i	i
Nc1ccc(Oc2ccc3nc(-c4ccccc4)c(-c4ccccc4)nc3c2)cc1	i	i	14	i	i	i	0.4	i	i	i	i
Cc1nn(-c2ccccc2)c(C)c1/C=N/NC(=O)c1cnccn1	i	i	25	i	i	i	0.5	i	i	i	i
COc1ccccc1/C=C/C=N/NC(=O)c1ccc(=O)n(C)c1	i	i	19	i	i	i	-0.1	i	i	i	i
COc1ccccc1C(CC(=O)Nc1ccc(Cl)cc1)c1ccc(OC(C)C)cc1 (configuration not stated)	i	i	14	i	i	i	-0.1	i	i	i	i
CCOc1cccc(OCCCOc2cccc3cccnc23)c1	i	i	21	i	i	i	0.3	i	i	i	i
CCOC(=O)C1CCN(C(=O)c2cccc(Cl)c2)CC1	i	i	21	i	i	i	0.2	i	i	i	i
COCCCNC(=O)Cn1nnc(-c2ccc(NC(=O)c3ccccc3OC)cc2)n1	i	i	7	i	i	i	0.3	i	i	i	i
Cc1ccc(N2CSC3=C(C#N)C(c4cccs4)CC(=O)N3C2)cc1 (configuration not stated)	i	i	17	i	i	i	2.2	i	i	i	i
CN(c1cnn(-c2ccccc2)c(=O)c1Cl)n1cccc1	i	i	20	i	i	i	1.2	i	i	i	i
COc1cc(SC)ccc1C(=O)NCCOc1ccc(F)cc1	i	i	19	i	i	i	3.0	i	i	i	i
CC(C)(C)c1ccc(CN2N=C(/C=C/c3ccccc3)CCC2=O)cc1	i	i	26	i	i	i	-0.1	i	i	i	i
O=C(NCc1nc2ccccc2[nH]1)C1=C[C@@H](c2ccc(C(F)(F)F)cc2)C[C@@H](OCc2ccc(CO)cc2)O1	i	i	41	i	i	i	-7.7	i	i	i	i
CNS(=O)(=O)c1cc(NC(=O)c2cncn2-c2ccccc2)ccc1C	i	i	18	i	i	i	0.3	i	i	i	i
C=CCC1(CC=C)CCCN1C(=O)CC1C(=O)NCCN1Cc1ccc(OC)c(OC)c1 (configuration not stated)	i	i	28	i	i	i	-0.4	i	i	i	i
CCCn1c(SCC(=O)N2N=C3/C(=C/c4ccc(OC)cc4)CCCC3C2c2ccc(OC)cc2)n[nH]c1=O (configuration not stated)	i	i	18	i	i	i	-0.1	i	-5.1*	i	i
CCN(CC)CCCNC(=S)N1CCC(c2nc3ccccc3[nH]2)CC1	i	i	0	i	i	i	2.6	i	i	i	i
COc1ccc(CCC(=O)OCC(=O)N(CC(C)C)c2c(N)n(Cc3ccccc3)c(=O)[nH]c2=O)cc1	i	i	17	i	i	i	-0.2	i	i	i	i
CC(NC(=O)c1ccc(NC(=O)c2ccco2)cc1)c1ccccc1 (configuration not stated)	i	i	12	i	i	i	-0.1	i	i	i	i

# Brought forward from above: 2 entries, followed by the next part.
Molecule	TRPC4 PAM	TRPC6 inhibitor	AI-2 QS mod	PolyA inhibitor	MrgX1 agonist	TRPC4 agonist	HIF activator	TRPC6 act	MrgX1 antag	TRPC4 block	MrgX1 PAM
COc1ccc(CCC(=O)OCC(=O)N(CC(C)C)c2c(N)n(Cc3ccccc3)c(=O)[nH]c2=O)cc1	i	i	17	i	i	i	-0.2	i	i	i	i
CC(NC(=O)c1ccc(NC(=O)c2ccco2)cc1)c1ccccc1 (configuration not stated)	i	i	12	i	i	i	-0.1	i	i	i	i
CCOC(=O)C1CCCN(CC(O)COc2ccc(OC)cc2C(C)(C)C)C1 (configuration not stated)	i	i	17	i	i	i	0.1	i	i	i	i
COc1cccc(C2CC(c3c(Cl)cccc3Cl)n3nc(N)nc3N2)c1 (configuration not stated)	i	i	16	i	i	i	-0.4	i	i	i	i
COc1cc(/C=N/NC(=O)Cn2cnc3c2c(=O)n(C)c(=O)n3C)cc(OC)c1OC	i	i	38	i	i	i	0.2	i	i	i	i
CSCCC(NS(=O)(=O)c1ccc2c(c1)oc(=O)n2C)C(=O)NCc1ccccc1 (configuration not stated)	i	i	-13	i	i	i	0.4	i	i	i	i
COC(=O)c1cc(OC)c(OC)cc1NC(=S)N1CCN(Cc2ccccc2)CC1	i	i	7	i	i	i	0.2	i	i	i	i
C/C(=C(\C#N)C(=O)NCc1ccccc1)N(C)C	i	i	15	i	i	i	0.0	i	i	i	i
O=C(NNC(=S)Nc1ccc(Br)cc1Cl)c1ccncc1	i	i	12	i	i	i	0.1	i	i	i	i
Cc1ccc(NC(=O)c2cccnc2)cc1S(=O)(=O)N(C)C	i	i	12	i	i	i	0.2	i	i	i	i
CCCCNC(=O)NNC(=O)COc1cccc(C)c1C	i	i	14	i	i	i	0.6	i	i	i	i
CCOC(=O)CCNC(=O)N1CCCC(C(=O)c2ccc3c(c2)OCO3)C1 (configuration not stated)	i	i	35	i	i	i	-0.1	i	i	i	i
Cc1ccccc1NC(=S)N(Cc1ccccc1)Cc1cccs1	i	i	12	i	i	i	-0.1	i	i	i	i
CCOC(=O)C(CC(=O)O)N1CCCCC1 (configuration not stated)	i	i	4	i	i	i	0.9	i	i	i	i

# Source: PubChem
